Source: PubChem BioAssay (Fisher Drug Discovery Resource Center)
mcGAS RapidFire = inhibitors of Mus musculus cyclic GMP-AMP synthase, initial high-throughput assay, cell-free, RapidFire MS. 130,000 tested, 0.18% active. inhibition, % at 12.5 µM. recombinant mouse cGAS, cGAMP by RapidFire MS. AID 1259397, 2018;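 active = inhibition of cGAS enzyme activity at or above 60%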;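 also: enzyme stimulated by 45 bp dsDNA with ATP and GTP substrates; cGAMP share of summed cGAMP plus half ATP and half GTP signals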
Target sequence (Q8C6L5 whole entry, looked up): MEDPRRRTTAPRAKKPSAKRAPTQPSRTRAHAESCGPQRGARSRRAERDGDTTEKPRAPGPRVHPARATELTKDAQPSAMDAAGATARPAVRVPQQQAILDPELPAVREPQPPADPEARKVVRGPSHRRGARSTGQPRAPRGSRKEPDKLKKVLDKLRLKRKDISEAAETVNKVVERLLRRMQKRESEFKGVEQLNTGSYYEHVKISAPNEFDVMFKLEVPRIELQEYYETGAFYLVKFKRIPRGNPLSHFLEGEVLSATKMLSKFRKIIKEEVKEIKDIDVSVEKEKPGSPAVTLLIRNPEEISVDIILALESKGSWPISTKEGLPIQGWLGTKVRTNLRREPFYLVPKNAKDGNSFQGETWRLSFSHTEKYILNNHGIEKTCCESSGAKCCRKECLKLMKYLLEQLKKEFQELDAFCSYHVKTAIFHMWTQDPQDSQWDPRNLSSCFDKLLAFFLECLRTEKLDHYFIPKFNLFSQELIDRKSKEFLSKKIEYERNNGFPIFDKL
* marks the source's active call; other numbers are inactive results; & = joins results of further samples. Not all compounds are listed (hit frequency here may not be typical).

canonical_smiles	mcGAS RapidFire
COc1ccc(Br)cc1C(=O)Nc1ccc2c(c1)C(=O)N(CC(C)C)C2=O	-4
CCCCn1c(N)c(C(=S)NC(=O)C2CC2)c(=O)[nH]c1=O	-1
O=C(c1ccc(CO)cc1)N1CCCc2ccccc21	13
CCc1ccc2oc(=O)cc(CN(C)C(COC)c3ccccn3)c2c1 (configuration not stated)	-4
O=C(/C=C/c1cccc(F)c1)N(c1ccccn1)C1CCCCC1	-5
CC(C)(C)c1nc(SCC(=O)N(c2ccccc2)C2CCS(=O)(=O)C2)n[nH]1 (configuration not stated)	-1
Cc1ccc(C)c(OCC(O)Cn2nc(C)c3ccccc3c2=O)c1 (configuration not stated)	-10
CN(C)P(=NC(=S)Nc1cccnc1)(c1ccncc1)N(C)C	-6
COCC(=O)NCC1CCN(Cc2cc(C)ccc2C)C1 (configuration not stated)	-24
CC(=O)Nc1ccc(CN(C)Cc2cccc3cnccc23)cc1	-6
Cc1ccc(N2CCC(N(C)CCC(N)=O)CC2)cc1Cl	-10
COc1ccc(OC)c(N=Nc2c(C)nn(-c3ccccc3)c2N)c1	-15
Cc1ccc(OCCN(C)C(=O)CCc2nnc(CCc3c[nH]c4ccccc34)o2)cc1	1
O=S(=O)(Nc1ccc(O)cc1)c1cccc2cccnc12	0
O=C(Cn1cnnn1)Nc1nc(-c2cccs2)cs1	-2
Cc1nsc(NC(=O)NC2CCOCC2)n1	-8
COC(=O)c1cccc2c1CCCN2C(=O)c1ccc(N(C)C)c(F)c1	-5
O=C1CC(C=Cc2ccncc2)=Nc2ccccc2N1	-14
O=S(=O)(C1=C(O)c2ccccc2CC1)c1ccccc1	1
CCN1CCN(c2nc3c(c(=O)[nH]c(=O)n3C)n2CCSc2nc3ccccc3s2)CC1	-1
Cc1nc(N2CCN(CCO)CC2)nc2c1C(=O)CC(/C=C/c1ccccc1)C2 (configuration not stated)	2
O=C(CCN1C(=O)NC2(CCCCC2)C1=O)Nc1nc(-c2cccs2)cs1	-1
Cc1cccc(C(=O)N2CCCC(C(=O)c3ccc(-c4ccccc4)cc3)C2)n1 (configuration not stated)	-4
C=C(Br)CN1CCC(CCN(C)C)CC1	-12
Cn1cc(CNC(=O)c2ccc(OC3CCN(S(C)(=O)=O)CC3)c(Cl)c2)cn1	-9

Two records picked at random from the list so far, as already listed:
canonical_smiles	mcGAS RapidFire
COCC(=O)NCC1CCN(Cc2cc(C)ccc2C)C1 (configuration not stated)	-24
COc1ccc(Br)cc1C(=O)Nc1ccc2c(c1)C(=O)N(CC(C)C)C2=O	-4

Later entries:
canonical_smiles	mcGAS RapidFire
Cc1cc(NC(=O)C(C)Oc2cccc3cccnc23)no1 (configuration not stated)	-3
Nc1nc(Cl)cc(NCC(O)c2cccc(Cl)c2)n1 (configuration not stated)	-3
Cc1ccccc1-c1nc(CN(C)C2CCOC2)c(C)o1 (configuration not stated)	-8
NS(=O)(=O)c1ccc(N=C2NC(=O)C(CC(=O)O)S2)cc1 (configuration not stated)	-6
CCc1nc(C)c(C(=O)N(CC)CCc2nc3ccc(C)cc3[nH]2)o1	-15
COc1cc(C2Nc3ccccc3-c3nc4ccccc4n32)ccc1O (configuration not stated)	-6
CN(C)C(CN1C(=O)c2cc(Br)ccc2S1(=O)=O)c1cccc(F)c1 (configuration not stated)	-22
Cc1ncc2c(c1-c1nnn(C[C@]3(O)CCCN4CCCC[C@@H]43)n1)CCC2	5
CC(C)(NC(=O)c1cccs1)C(=O)N1CCCC(OCc2ccccn2)C1 (configuration not stated)	-14
COc1ccc(NC(=O)c2cc(Br)c[nH]2)c(OC)c1	8
C=C(C)COc1ccccc1C(=O)NCc1ccnn1C	-3
CCc1ccc(C2CC(=O)Nc3cc(O)c(C)cc32)o1 (configuration not stated)	-21
COC(=O)C(NC(=O)C(C)(C)C)=C(Cl)Cl	-5
O=C1CN(C(=O)c2cc(C3CC3)nc3ccccc23)CCN1	3
CCCNc1ncc(CN2CCN(C)C(C(=O)O)C2)cn1 (configuration not stated)	-8
C=CCn1c(=O)c2c(nc3n(CCCN4CCOCC4)c(C)cn23)n(C)c1=O	-13
Cc1cnc(C(=O)N2Cc3cnn(Cc4ccc(F)cc4)c3C2)cn1	-39
O=C(O)c1cc(=O)n(CN2CCOCC2)c(=O)[nH]1	-6
CC(=O)NCc1ccc(C(=O)OCC2CCN(c3ccccc3)C2)o1 (configuration not stated)	-1
Cc1nc2ccccc2nc1CN1CCOc2ccc(C(O)Cc3ccccc3)cc2C1 (configuration not stated)	-9
O=C(O)c1cc(S(=O)(=O)NCc2ccncc2)c(Cl)cc1Cl	-4
CCc1n[nH]c2c1CN(C(=O)c1cc(=O)n(C)c(=O)n1C)CC2	-8
C=CCNS(=O)(=O)c1ccccc1F	2
COc1ccc(-c2cc(C3CC3)nc3sc4c(N)ncnc4c23)cc1	51
Cn1cc(CN2CCCC2c2nccs2)c(-c2ccc3c(c2)OCCO3)n1 (configuration not stated)	-6

Exported field by field: entries from further up
COC(=O)C(NC(=O)C(C)(C)C)=C(Cl)Cl
  mcGAS RapidFire = -5

O=C(O)c1cc(S(=O)(=O)NCc2ccncc2)c(Cl)cc1Cl
  mcGAS RapidFire = -4

NS(=O)(=O)c1ccc(N=C2NC(=O)C(CC(=O)O)S2)cc1 (configuration not stated)
  mcGAS RapidFire = -6

CC(C)(NC(=O)c1cccs1)C(=O)N1CCCC(OCc2ccccn2)C1 (configuration not stated)
  mcGAS RapidFire = -14

Following part.
canonical_smiles	mcGAS RapidFire
CC(NS(=O)(=O)CC1CCCCC1)c1ccc(C#N)cc1 (configuration not stated)	-8
C[C@@H]1OC(O[C@H]2[C@H](OC(=O)[C@]34CCC(C)(C)CC3C3=CCC5[C@@]6(C)CC[C@H](OC7O[C@@H](C)[C@H](O[C@@H]8OC[C@@H](O)[C@H](O)[C@H]8O)[C@@H](O)[C@H]7O)C(C)(C)C6CC[C@@]5(C)[C@]3(C)CC4O)OC[C@H](O)[C@H]2O)[C@H](O)[C@H](O)[C@H]1O[C@@H]1O[C@H](CO)[C@@H](O)[C@H](O)[C@H]1O (some centres not stated)	-10
Cc1ccc(C)c(C(=O)N2CCCC(C(=O)N3CCN(C)CC3)C2)c1 (configuration not stated)	-1
COc1cccc2c1C(=O)c1c(O)c3c(c(O)c1C2=O)C[C@@](O)(C(C)=O)C[C@@H]3OC1CC(N)C(O)C(C)O1 (some centres not stated)	93*
Cc1nn(C(C)C)c(C)c1NS(=O)(=O)Cc1cccc(F)c1	-6
CC1=NOC(C)(C(=O)NCc2cccnc2N2CCN(C)CC2)C1 (configuration not stated)	-27
CC(C)CCc1nc(Cn2c(C(F)(F)F)ccc(C(N)=O)c2=O)cs1	-12
O=C(O)c1sc(C2CC2)nc1-c1ccccc1	11
CCCCCCc1c(O)nc(SCC(=O)O)[nH]c1=O	-3&14
COC(=O)c1ccc(CN2C(=O)C(C)ON=C2c2cnccn2)o1 (configuration not stated)	4
Cc1cccc(Cn2c(NCCO)nc3c2c(=O)[nH]c(=O)n3C)c1	1
COc1ccc(OC)c2c1c(C)cc(=O)n2CC(=O)O	9
CCC(O)c1ccccc1 (configuration not stated)	10
Cc1nc(SCC(=O)N(C)Cc2ccsc2)c(C(N)=O)c(C)c1C	-4
Cc1nc(C(=O)NC(C)C(C)(C)C)c2n1CCCC2 (configuration not stated)	-7
O=C(CCc1ccccc1)C1CCCN(Cc2nc(-c3ccc(Cl)cc3)no2)C1 (configuration not stated)	-2
O=S(=O)(c1cccc(Br)c1)N1CCNCC1	-2
O=c1ccc(-c2ccc(Cl)cc2)nn1CCCNS(=O)(=O)CCc1ccccc1	6
CCSC[C@H](N)C(=O)NCc1cnn2ccccc12	-25
COC(=O)c1ccc(-c2nc3nnc(C)n3[nH]2)cc1	6
Cc1nc(S(=O)(=O)c2ccc(F)cc2)c(N2CCOCC2)o1	7
CC(C)CN1CC(OCc2ccccc2F)CN(C(=O)c2cncs2)CC1=O (configuration not stated)	-6
Cn1c(NC(=O)C2CCCN(S(C)(=O)=O)C2)nc2cc(Cl)ccc21 (configuration not stated)	9
CNS(=O)(=O)c1ccc(F)c(C(=O)OCC(=O)N2CCCC2=O)c1	-6
CCOC(=O)N1CCc2c(sc3nc(C)[nH]c(=O)c23)C1	41
Cc1ccsc1C(=O)Nc1ccc(NC(=O)C2CC2)nc1	-6
Cc1ccc(/C=N\NC(=S)N2CCOCC2)cc1	-3
O=C(C1=C(O)C(=O)N(CCN2CCOCC2)C1c1ccco1)c1cccs1 (configuration not stated)	-20&-8
COc1cc(C)c(S(=O)(=O)Nc2cccc(C(F)(F)F)c2)cc1C	-4
Cn1c(CN2CCC3(CCNCC3)C2)cc2ccccc21	-14
Nc1cccc(-c2cc(Nc3ccc(Cl)cc3)ncn2)c1	-3
c1coc(-c2nnc(SCc3nnc(-c4cccs4)o3)o2)c1	-6
Cc1ccc(N(C(=O)NC(=O)Nc2ccc(C=C(C#N)C#N)cc2)S(C)(=O)=O)cc1	-8
Cc1ccc(S(=O)(=O)N2CCOC23CCN(C(=O)C(=O)NCCCc2ccccc2)CC3)cc1	-14
Cc1ccc(N(Cc2ccco2)C(=O)CCCN2C(=O)CCC2=O)cc1	-1
CCC(C#N)Oc1cccc(CN)c1 (configuration not stated)	-9
Cc1nc(SCc2cc([N+](=O)[O-])cc3c2OCOC3)c2c(C)c(C)sc2n1	-2
CN1CCc2cc(NC(=O)c3ccc(N4CCOC4=O)cc3)ccc21	4
Cc1cc(O)c(C(c2ccncc2)N2CCCCC2)c(=O)n1Cc1ccccn1 (configuration not stated)	25
CN(C)N=CC=C1CCCC(=CC=NN(C)C)C1=O	-10
Cc1ccn2cc(-c3ccc(NS(=O)(=O)c4ccccc4)cc3)nc2n1	-24
COC(=O)[C@@H]1C[C@@H](NC(=O)c2cccc(C#CC(C)(C)O)c2)CN1C	-29
O=C(NCc1ccco1)c1cc(-c2cccs2)on1	8
CCOC(CNC(=O)C(=O)NCC(c1ccco1)N1CCN(c2ccc(OC)cc2)CC1)OCC (configuration not stated)	0
CC(C)(C(=O)N1CCC1(C)C(=O)NS(=O)(=O)c1ccc(Cl)s1)c1ccccc1 (configuration not stated)	4
CC(C)(C)c1ccc(-c2csc(N=CC(C#N)C#N)n2)cc1	1
O=C(N1CCc2ccccc2C1)N1c2ccccc2Sc2ccccc21	1
OCC1(CC2CCCCO2)CCN(Cc2cc3ccccc3o2)CC1 (configuration not stated)	-5
NC(=O)C1CC(C(=O)OC2CCCCCCC2)=NN1c1ccccc1 (configuration not stated)	-6
C=C1C2(C(=O)Nc3ncc(Cl)cc3Cl)CCC(C2)C1(C)C (configuration not stated)	6

Following part.
canonical_smiles	mcGAS RapidFire
NC(=O)CC1Sc2ccccc2NC1=O (configuration not stated)	-4
Cc1cccc(NC(=O)CC2S/C(=N/N=C\c3ccccc3)NC2=O)c1C (configuration not stated)	-7
CCN(CCn1cccn1)C(=O)c1ccc(OC2CCN(C(=O)C3CC3)CC2)cc1	-4
C=CCNc1nc(N)c(C(=O)c2ccc(Cl)s2)s1	9
CC(C)CCn1c(NCc2ccccc2)nc2c1c(=O)[nH]c(=O)n2C	-2
COc1cc(OC)cc(C(=O)NCC2CCCN(C(=O)CCC3(C)CC3)C2)c1 (configuration not stated)	-5
Cc1nnc(C(C)Nc2ccc3c(c2)OCCO3)o1 (configuration not stated)	-6
CN(Cc1nc2ccccc2n1C)C(=O)c1ncn[nH]1	1
O=C(Cn1cnc2c(nnn2Cc2ccccc2F)c1=O)OCc1ccccc1	3
C=C(C)Cn1cnc2ccccc21	19
CCOC(=O)c1c(N=CN(C)C)c2cc([N+](=O)[O-])cnc2n1C	2
O=C(NCCN1CCCCC1)c1cc(N2CCCN3CCC[C@H]3C2)ccn1	78*
CC1(C)CN=c2s/c(=C\c3ccc(Cl)cc3)c(=O)n2C1	0
Cc1nc2sc(C)c(C)n2c(=O)c1NC(=O)C(c1ccccc1)c1ccccc1	-6
CCc1ccc(S(=O)(=O)Nc2ccc3c(c2)C(=O)Nc2cc(C)ccc2O3)s1	3
N=C1C(c2nc3ccccc3[nH]2)C(=O)CN1NC(=O)c1sc2ccccc2c1Cl (configuration not stated)	-9
Cc1cc(C)cc(NC(=O)COc2ccc(F)c3c2C(=O)CC3C)c1 (configuration not stated)	-8
CN(Cc1cnccn1)Cc1nc(N)c2ccccc2n1	-5
Cc1ccc2n1CCN(C(=O)CCn1nc3ccccn3c1=O)C2C (configuration not stated)	-3
COc1ccc(CCN(C)C2CCCN(Cc3cnc(SC)nc3)C2)cc1OC (configuration not stated)	-7
O=C1c2ccccc2C(=O)N1CN(C(=O)C(F)(F)F)c1ccc(Cl)c(Cl)c1	4
O=C1CCCc2ccc(NC(=O)N3CCCCC3c3ncc[nH]3)cc21 (configuration not stated)	-33
Clc1ccccc1OCCCn1c2ccccc2c2nc3ccccc3nc21	-1
Oc1ccc(N=Nc2ccccc2)c2ccccc12	-3
O=c1c(-c2ccccc2)cnc2c(-c3ccccc3)c[nH]n12	1
Cc1noc(CN2CCOc3c(O)cc(-c4nc5ccccc5s4)cc3C2)n1	-16
CC(Sc1n[nH]c(C2CC2)n1)C(=O)Nc1ccccc1 (configuration not stated)	-1
CCOC(=O)N1CCCN(C(=O)NCCCOc2cccc3ccccc23)CC1	5

Three compounds out of the list, arranged by count of non-hydrogen atoms, smallest number first.
canonical_smiles	mcGAS RapidFire
CC1(C)CN=c2s/c(=C\c3ccc(Cl)cc3)c(=O)n2C1	0
Cc1ccc2n1CCN(C(=O)CCn1nc3ccccn3c1=O)C2C (configuration not stated)	-3
CCN(CCn1cccn1)C(=O)c1ccc(OC2CCN(C(=O)C3CC3)CC2)cc1	-4
